Compound activity (PubChem)
ELG1 DNA repair: inhibitors of ELG1-dependent DNA repair in HEK293T cells; AID 504467; Potency, µM (top dose mostly 46.1 µM), for the others: top-dose activity change, negative = inhibition, actives largely listed as inhibitors; 2.3% of 330,000 active; HEK293T ELG1-luciferase reporter, luminescence, 16 h; DNA damage induced by 5-fluorouridine; further: potency means the concentration at half of the fitted maximal effect; on the % scale 0 is the no-effect control and ±100 the full control effect; nearly all actives have a fitted effect of over 55% in size
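Reporter activity after DNA damage by 5-fluorouridine is monitored. Compound-treated cells incubate 16 hr at 37 °C, then ONE-Glo is added for 30 min before luminescence reading.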
TRPV1 ag: activates the human vanilloid receptor TRPV1; Q8NER1; TRPV1-expressing cells, Fluo-8 calcium influx, agonist mode; activation, % at 8.33 µM; 0.19% of 320,000 active; in the data active means activation above about 80%; inconclusive means between about 30% and that limit; further: 0% is about no effect
Target sequence (Q8NER1 whole entry, looked up): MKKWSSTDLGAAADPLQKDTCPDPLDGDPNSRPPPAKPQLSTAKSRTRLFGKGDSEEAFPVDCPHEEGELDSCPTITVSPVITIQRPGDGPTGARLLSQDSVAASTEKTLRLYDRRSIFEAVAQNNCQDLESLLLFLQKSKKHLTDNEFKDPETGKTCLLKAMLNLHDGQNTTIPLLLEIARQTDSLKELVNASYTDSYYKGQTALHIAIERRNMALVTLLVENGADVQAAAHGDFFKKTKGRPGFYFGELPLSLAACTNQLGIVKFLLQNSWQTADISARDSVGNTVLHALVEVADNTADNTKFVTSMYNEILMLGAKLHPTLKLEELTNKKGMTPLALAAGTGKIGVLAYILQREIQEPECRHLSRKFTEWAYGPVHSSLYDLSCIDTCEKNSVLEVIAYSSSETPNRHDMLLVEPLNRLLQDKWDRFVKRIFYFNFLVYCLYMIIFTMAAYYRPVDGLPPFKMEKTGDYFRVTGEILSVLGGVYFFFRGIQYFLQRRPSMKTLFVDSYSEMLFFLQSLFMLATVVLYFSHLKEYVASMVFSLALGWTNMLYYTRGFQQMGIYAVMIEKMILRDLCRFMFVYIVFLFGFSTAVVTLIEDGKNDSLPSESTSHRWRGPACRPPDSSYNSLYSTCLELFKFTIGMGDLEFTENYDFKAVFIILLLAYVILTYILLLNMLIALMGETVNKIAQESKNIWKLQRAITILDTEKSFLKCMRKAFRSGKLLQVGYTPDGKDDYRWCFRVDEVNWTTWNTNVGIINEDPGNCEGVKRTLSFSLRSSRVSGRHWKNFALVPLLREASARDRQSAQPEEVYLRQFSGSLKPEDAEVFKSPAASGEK
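TRPV1-expressing cells were cultured overnight at 35.5C and loaded with Fluo-8 calcium dye for 40 to 90 min at room temperature. After a 10 s baseline, compound was added and calcium influx was read kinetically for 3 min (ex 480/em 520 nm).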
Tb PFK inh: T. brucei PFK enzyme inhibition. 0.17% of 330,000 active. T. brucei PFK, ADP-Glo luminescence. Potency, µM (highest dose often 57.5 µM), for the others: top-dose activity, negative = inhibition, hits mostly inhibitors. O15648;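 further: potency means the concentration at half of the fitted maximal effect; 0% = uninhibited 1x PFK enzyme wells and -100% = no-enzyme wells; nearly all actives have a fitted effect of over 60% in size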
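1.25 nM PFK with 0.5 mM F6P and 0.1 mM ATP in 0.1 M TEA pH 8.0, 5 mM MgCl2, incubated 45 min at room temperature; ADP measured by ADP-Glo luminescence; compounds titrated up to 57 uM.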
p53 reactivator: mutant p53 re-activation in reporter cells; H1299 p53-A138V BP100-luciferase reporter, luminescence, 24 h; Potency, µM (top dose mostly 92.2 µM), without a hit: top-dose activity change, positive = activation, usual class: activators; 0.063% of 320,000 active; further: potency means the concentration at half of the fitted maximal effect; % of control where 0% means no effect; nearly all actives have a fitted effect of over 45% in size
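p53-null H1299 cells stably carrying temperature-sensitive p53-A138V and a BP100-luciferase reporter were pinned with compounds (4-point, 1:5 series) and held 24 hrs at 37 deg C. Luminescence was read 10 min after detection reagent.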
NPC1 promoter act: activates the NPC1 promoter | AID 485313 | Potency, µM (highest dose often 9.22 µM), inactives show top-dose activation, actives largely listed as activators | 2.4% of 320,000 active | Huh7 NPC1 promoter luciferase reporter, 24 h;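 further: potency means the concentration at half of the fitted maximal effect; % of control where 0% means no effect; nearly all actives have a fitted effect of over 60% in size; reporter is driven by a mutant NPC1 promoter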
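Luciferase expression driven by the NPC1 promoter was measured in stably transfected Huh7 cells after a 24 h compound incubation, using a luciferase reagent and a luminescence read.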
BRCA1 expr act: activators of BRCA1 expression; MCF7-BRCA1-FFLuc reporter, luminescence, 48 h; response scale: scaled: vehicle 0%, 10 µM genistein 100%; Potency, µM (titrated, usually from 46.1 µM), inactives show top-dose activation, usual class: activators; 1.1% of 380,000 active; AID 624202; further: potency means the concentration at half of the fitted maximal effect; nearly all actives have a fitted effect of over 80% in size; some results filed as inactive show a strong effect at the top dose
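MCF7 cells carrying a BRCA1-firefly luciferase reporter (2000 cells/well, phenol-red free MEM) were attached for 2 h at 37 °C, then given compounds for 48 h. Luminescence was read 15 min after luciferase reagent; activity normalized to genistein (10 microM) and DMSO.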
FLuc counter: inhibits or activates purified firefly luciferase, miR-21 counter-screen | purified FLuc, Km substrates, luminescence inhibition | Potency, µM (doses to about 57.5 µM), without a hit: top-dose activity change, negative = inhibition, usual class: inhibitors | 6.9% of 360,000 active;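 further: potency means the concentration at half of the fitted maximal effect; plate controls were vehicle for no effect and reference inhibitor for full effect; nearly all actives have a fitted effect of over 55% in size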
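Purified P. pyralis luciferase (10nM final) with 10uM D-luciferin and 10uM ATP (Km levels) in 50mM Tris acetate pH 7.5, 10mM Mg acetate, 0.01% Tween-20, 0.05% BSA; qHTS 6-point titration, ~60 µM downward; luminescence read.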
ELG1 genotox: inducers of genotoxicity in HEK293T ELG1-luciferase cells; HEK293T ELG1-luciferase reporter, luminescence, 16 h; Potency, µM (top dose mostly 46 µM), inactives show at the highest dose activity change, positive = activation, hits mostly activators; 1.3% of 330,000 active; further: potency means the concentration at half of the fitted maximal effect; % of control where 0% means no effect; nearly all actives have a fitted effect of over 60% in size
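After overnight (16 hr) compound treatment at 37 °C, ELG1-luciferase HEK293T cells were lysed with ONE-Glo; luminescence quantified 30 min later at room temperature.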
RORg inh: blocks mouse ROR gamma transcriptional activity; Drosophila S2 Gal4-RORgamma UAS-luciferase reporter, 20 h; P51450; Potency, µM (doses to about 53.6 µM), for the others: at the top dose activity change, negative = inhibition, actives largely listed as inhibitors; 5.4% of 310,000 active; further: potency means the concentration at half of the fitted maximal effect; on the % scale 0 is the no-effect control and ±100 the full control effect; nearly all actives have a fitted effect of over 60% in size
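Read-out: Photinus luciferase luminescence; inhibitors lower reporter signal. Insect Schneider cells with Gal4-ROR gamma fusion under metallothionein promoter, UAS reporter; 700 uM final copper sulfate induction, 20 hr, ambient temperature.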
Gal4-VP16 FLuc: Gal4-VP16 reporter inhibition counter-screen | Drosophila S2 Gal4-VP16 UAS-luciferase, luminescence, 20 h | Potency, µM (series often up to 53.6 µM), for inactives: top-dose activity, negative = inhibition, hits mostly inhibitors | 3.5% of 310,000 active;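 further: Gal4-VP16 expression switched on by copper sulfate through the metallothionein promoter; potency means the concentration at half of the fitted maximal effect; on the % scale 0 is the no-effect control and ±100 the full control effect; nearly all actives have a fitted effect of over 50% in size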
Rab9 promoter act: activates the Rab9 promoter. Huh7 Rab9 promoter-luciferase reporter, luminescence, 24 h. AID 485297. 2.8% of 320,000 active. Potency, µM (top dose mostly 9.22 µM), inactives show at the top dose activation, negative = inhibition, most hits filed as activators; further: potency means the concentration at half of the fitted maximal effect; % of control where 0% means no effect; nearly all actives have a fitted effect of over 60% in size
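Luminescence read-out: Huh7 cells stably expressing Rab9-luciferase, treated 24 h with compound at 37 °C, then lysed with luciferase reagent for 10 min at ambient before reading.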
* hit, by the source's call; ? = inconclusive; . = no result given; [ ] = remark or other dose. Unless noted, the call rests on the fitted dose curve; in most records, active means well fitted curve in the direction sought with a large enough effect; inconclusive means small, poorly fitted or top-dose-only effect, or another doubt; inactive means no such curve, though single readings can be large; an effect the other way counts as inactive or inconclusive.

SMILES	ELG1 DNA repair	TRPV1 ag	Tb PFK inh	p53 reactivator	NPC1 promoter act	BRCA1 expr act	FLuc counter	ELG1 genotox	RORg inh	Gal4-VP16 FLuc	Rab9 promoter act
COc1ccccc1C(=O)C1CCCN(Cc2cccc(OCCO)c2)C1 (centres undefined)	-7%	3	-1%	.	0%	-15%	1%	-3%	0%	-6%	-6%
CN(C)C(=O)c1cn(-c2ccccc2)nc1-c1cc2ccccc2oc1=O	0%	-2	1%	-5%	0%	-19%	-5%	-4%	27%	1%	0%
NC(=O)C1CCCN(CC(O)COCc2ccc(Cl)cc2)C1 (centres undefined)	-3%	-4	2%	-3%	-4%	-1%	-2%	3%	-3%	2%	-4%
CCN(Cc1ccc2c(c1)OCO2)C(=O)CSc1nc(C)nc2sc(C)c(C)c12	18µM*	18	3%	0%	-10%	-44%	0%	-11%	.	.	1%
CCN(CC)C(=O)c1cccc(NC(=O)c2ccccc2OCc2c(C)noc2C)c1	-6%	1	-1%	4%	0%	-6%	?	1%	.	.	?
CCSc1nnc(NC(=O)[C@@H](NC(=O)c2ccccc2)C(C)C)s1	8%	-1	4%	4%	-4%	-13%	2%	0%	22%	4%	-7%
O=C(Oc1c(CN2CCOCC2)cc(Cl)c2cccnc12)c1ccccc1Br	8.2µM*	.	0%	?	1%	-76%	2%	-10%	6.3µM*	4µM*	-27%
Cc1nc2ccc(NC(=O)c3cccc(S(=O)(=O)N(C)c4ccccc4)c3)cc2s1	18µM*	5	9%	-7%	-2%	-82%	-1%	-9%	?	-29%	1%
CN1CC=C2C(C#N)=C(N)C(C#N)(C#N)C(CCc3ccccc3)C2C1 (centres undefined)	3%	-2	-5%	-5%	1%	-49%	0%	-10%	0%	?	-2%
COc1cc(/C=C/C(=O)O[C@H]2[C@H](O[C@@H]3O[C@@H](C)[C@H](O)[C@@H](O)[C@H]3O)[C@@H](O)[C@H](OCCc3ccc(O)c(OC)c3)O[C@@H]2CO)ccc1O	?	.	1%	-4%	.	5%	.	4%	.	.	.
Fc1c(F)c(C(F)(F)F)c(F)c(F)c1N/N=C\c1cccs1	-13%	6	0%	4%	-6%	-89%[inhibitor]	?	-6%	29%	-9%	-2%
O=C(N/N=C/c1ccco1)c1ccn[nH]1	?	-2	-3%	4%	-2%	25%	?	15%	5%	0%	4%
Cc1ccc(S(=O)(=O)NCCNc2ccc([N+](=O)[O-])cc2C(F)(F)F)cc1	?	4	-3%	-5%	-5%	-1%	-1%	-11%	?	?	-5%
CC(C)CN(CC(C)C)C(=S)NC1CCCCC1	1%	28	-7%	-2%	0%	-22%	0%	-1%	2.8µM*	7.1µM*	-8%
S=c1[nH]nc(-c2ccc3ccccc3n2)n1-c1ccccc1	?	-1	-11%	-8%	-3%	6%	4%	3%	1.4µM*	2µM*	2%
CC(C(=O)Nc1nc2ccccc2s1)n1cc([N+](=O)[O-])cn1 (centres undefined)	14%	-1	-1%	0%	-4%	-2%	?	-5%	-11%	-18%	-1%
Cc1onc(-c2ccccc2Cl)c1C(=O)O/N=C(\N)c1ccccc1	-3%	17	-2%	-12%	6%	-46%	6%	0%	14µM*	6.3µM*	7%
CCC(c1nnnn1C1CCCC1)N1CCC(C(N)=O)CC1 (centres undefined)	4%	0	3%	-2%	-3%	0%	0%	-4%	10%	-9%	0%
S=c1[nH]nc(-c2cc(-c3ccccc3)n[nH]2)n1/N=C/c1ccccc1	?	0	?	0%	-3%	13%	?	1%	-38%	-19%	2%
CCN(CC)Cc1c(C(=O)N/N=C(\C)c2ccncc2)nnn1-c1nonc1N	0%	-2	1%	-2%	-1%	0%	1%	-2%	-10%	10%	4%
CCOC(=O)CNS(=O)(=O)c1ccc(C)cc1	5%	1	4%	-8%	0%	-3%	2%	0%	-17%	-13%	-4%
Cc1c(/C=C2\SC(=Nc3cccc(C(=O)O)c3)NC2=O)c2ccccc2n1C	?	-6	3%	9%	22%	10%	?	2%	12%	-22%	22%
COc1ccc(C)cc1NC(=O)NNC(=O)C1CCC(C(C)(C)C)CC1 (centres undefined)	?	5	-2%	7%	0%	-26%	-11%	-5%	23%	1%	-3%
Cc1ccc2nc(NC(=O)CSCC(=O)OCC(=O)c3ccc(Br)cc3)sc2c1	11%	.	0%	-4%	-18%	-99%	?	-3%	3.2µM*	3.2µM*	-27%
Cc1ccc(S(=O)(=O)N2CN(Cc3ccco3)c3nc4ccccc4nc32)cc1C	-1%	-2	3%	7%	0%	-19%	-13%	-7%	-1%	-59%	13%

Ordered by length of the SMILES (smallest number first): part of the list above
SMILES	ELG1 DNA repair	TRPV1 ag	Tb PFK inh	p53 reactivator	NPC1 promoter act	BRCA1 expr act	FLuc counter	ELG1 genotox	RORg inh	Gal4-VP16 FLuc	Rab9 promoter act
CCOC(=O)CNS(=O)(=O)c1ccc(C)cc1	5%	1	4%	-8%	0%	-3%	2%	0%	-17%	-13%	-4%
COc1ccc(C)cc1NC(=O)NNC(=O)C1CCC(C(C)(C)C)CC1 (centres undefined)	?	5	-2%	7%	0%	-26%	-11%	-5%	23%	1%	-3%
Cc1ccc2nc(NC(=O)CSCC(=O)OCC(=O)c3ccc(Br)cc3)sc2c1	11%	.	0%	-4%	-18%	-99%	?	-3%	3.2µM*	3.2µM*	-27%

(further entries)
SMILES	ELG1 DNA repair	TRPV1 ag	Tb PFK inh	p53 reactivator	NPC1 promoter act	BRCA1 expr act	FLuc counter	ELG1 genotox	RORg inh	Gal4-VP16 FLuc	Rab9 promoter act
COc1ccc(OCC(=O)N/N=C(/C)Cc2ccccc2)cc1	20%	3	3%	0%	-4%	1%	-1%	-2%	-6%	-2%	-9%
COc1ccc([N+](=O)[O-])cc1NS(=O)(=O)c1cc(C(=O)O)ccc1OC	4%	-1	-1%	-2%	0%	13%	4%	0%	-21%	-2%	-4%
COc1cccc(-c2n[nH]c(=S)n2Cc2ccco2)c1	-1%	1	0%	-2%	-2%	-1%	2%	-2%	16µM*	?	-2%
O=C(NCc1ccccn1)c1cc(S(=O)(=O)N2CCN(c3ccccc3)CC2)ccc1Cl	?	-2	-2%	1%	6%	-37%	-2%	2%	?	-9%	0%
Cc1cccc(Oc2coc3cc(O)ccc3c2=O)c1	?	18	-11%	12%	27%	?	?	?	8%	10%	22%
O=C1CC(c2ccccc2)n2nc(NC(=O)c3cccnc3)nc2N1 (centres undefined)	?	4	4%	0%	3%	.	-8%	-8%	-8%	-2%	-3%
CCc1sc(C(=O)Nc2cccc(-n3cnnn3)c2)cc1C	-11%	?	3%	-2%	7%	12%	?	0%	.	.	-1%
COc1cc(/C=N/NC(=O)c2cccnc2)cc2c1OCO2	-11%	-6	-5%	?	-1%	-16%	-4%	1%	0%	-2%	6%
O=C(CN1CCN(c2ccccc2)CC1)Nc1scc2c1c(=O)oc1ccccc12	-8%	-2	-3%	-4%	3%	16%	-4%	1%	3%	-1%	-1%
Cc1nn(CCOc2cccc(Cl)c2)c(C)c1[N+](=O)[O-]	-5%	-1	-8%	8%	-2%	15%	2%	4%	9%	-12%	-9%
O=C(NCc1ccco1)c1nnc(Cc2ccc(F)cc2)o1	12%	16	-2%	5%	-4%	24%	-8%	4%	?	1%	-4%
COC(=O)c1ccc(CC(=O)c2ccc(O)cc2O)o1	-23%	-7	5%	7%	0%	1%	0%	-7%	1%	9%	-3%
COc1cc(OC)cc(N(C(=O)c2snc(C(N)=O)c2N)C(C(=O)NCC2CCCO2)c2ccc(C)o2)c1 (centres undefined)	-7%	3	2%	-5%	0%	.	-1%	-4%	9%	19%	-1%
CC1CCN(c2nc3c(c(=O)n(C)c(=O)n3C)n2CCSc2nc3ccccc3o2)CC1	17%	1	4%	-1%	1%	.	0%	0%	15%	-6%	-5%
COCCOC(=O)C1=C(N)OC2=C(C(=O)CCC2)C1c1cccnc1 (centres undefined)	13%	2	-12%	8%	0%	-1%	5%	4%	-30%	0%	1%
CNC(=S)N1CCC(c2nc3ccccc3s2)CC1	?	-2	-6%	-4%	9%	72%	-13%	10%	35%	-23%	10%
COc1ccc(N2CC(C(=O)Nc3nnc(SCC(=O)NCc4ccco4)s3)CC2=O)cc1 (centres undefined)	1%	-1	-3%	1%	-2%	-8%	-3%	5%	-14%	6%	1%
O=C(O)CSc1cc(C(=O)c2ccccc2O)cn2c(=O)c3c4c(sc3nc12)CCCC4	-7%	2	-6%	8%	1%	?	4.3µM*	12%	12%	-1%	2%
COc1cc(/C=C2\SC(=S)N(NS(=O)(=O)c3ccccc3)C2=O)cc(OC)c1OC	4%	7	8%	-6%	1%	-17%	-6%	-6%	?	?	-8%
Cc1ccccc1NC(=S)NCc1cccn1C	-7%	-3	-1%	-19%	-2%	-11%	-1%	-2%	?	?	0%
CN1C(=O)c2ccc(C(=O)NCc3ccccc3)cc2C1=O	1%	0	-1%	10%	1%	2%	0%	-1%	-3%	-1%	1%
